From PubChem BioAssay
PAFAH1B2 inh = inhibitors of human PAFAH1B2; recombinant PAFAH1B2, FP-rhodamine activity probe, fluorescence polarization; inhibition, % at 3.39 µM; hit rate 1.2% among 340,000;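 active = inhibition above the mean of all tested compounds plus 3 SD, cut at about 24% in these data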;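 also: 0% = enzyme with DMSO and 100% = wells lacking PAFAH1B2; many of its hits are not listed in these tables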
Target sequence (P68402 whole entry, looked up): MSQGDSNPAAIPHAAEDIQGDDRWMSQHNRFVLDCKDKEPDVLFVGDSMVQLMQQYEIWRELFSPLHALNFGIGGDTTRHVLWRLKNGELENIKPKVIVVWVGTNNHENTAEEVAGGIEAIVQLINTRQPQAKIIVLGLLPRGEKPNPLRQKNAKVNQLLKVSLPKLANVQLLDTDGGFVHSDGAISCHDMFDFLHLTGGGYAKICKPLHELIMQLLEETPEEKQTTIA
pPAFAH inh = pPAFAH (human) enzyme inhibition; hit rate 1.5% among 330,000; recombinant pPAFAH, FP-rhodamine probe fluorescence polarization; AID 463082; inhibition, % at 3.39 µM; Q13093;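 active = inhibition above the mean inhibition across the screen plus 3 SD, cut at about 25% in these data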;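 also: inhibitors block binding of the rhodamine activity-based probe so polarization drops; 0% = enzyme with DMSO and 100% = wells lacking pPAFAH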
LYPLA1 counter = blocks human lysophospholipase 1, a PME1 counter-screen; O75608; recombinant LYPLA1, FP-Rh probe fluorescence polarization; inhibition, % at 5.9 µM; hit rate 0.16% among 320,000; AID 2174;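 active = inhibition above the mean of all tested compounds plus 3 SD, set per campaign, cut at about 14% in these data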;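 also: inhibitors block serine hydrolase probe labeling of LYPLA1 so polarization falls; 0% = enzyme with DMSO and 100% = wells lacking LYPLA1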
Fam108B counter = Fam108B inhibition, counter-screen for RBBP9 inhibitors; recombinant Fam108B, FP-Rh probe fluorescence polarization; inhibition, % at 9.51 µM; hit rate 0.33% among 300,000; AID 1947;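 active = inhibition above the screen mean inhibition plus 3 SD, computed separately per campaign, cut at about 18% in these data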;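 also: inhibitors lower polarization as less probe binds the enzyme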
PAD4 FP inh = PAD4 (human) enzyme inhibition; Q9UM07; recombinant PAD4, RCA probe fluorescence polarization; inhibition, % at 6.36 µM; hit rate 0.41% among 330,000; AID 485272;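 active = percent inhibition above a cutoff equal to the mean of all tested compounds plus 3 SD, cut at about 15% in these data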;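 also: 0% = PAD4 with RCA probe and DMSO and 100% = probe without PAD4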
Target sequence (Q9UM07 whole entry, looked up): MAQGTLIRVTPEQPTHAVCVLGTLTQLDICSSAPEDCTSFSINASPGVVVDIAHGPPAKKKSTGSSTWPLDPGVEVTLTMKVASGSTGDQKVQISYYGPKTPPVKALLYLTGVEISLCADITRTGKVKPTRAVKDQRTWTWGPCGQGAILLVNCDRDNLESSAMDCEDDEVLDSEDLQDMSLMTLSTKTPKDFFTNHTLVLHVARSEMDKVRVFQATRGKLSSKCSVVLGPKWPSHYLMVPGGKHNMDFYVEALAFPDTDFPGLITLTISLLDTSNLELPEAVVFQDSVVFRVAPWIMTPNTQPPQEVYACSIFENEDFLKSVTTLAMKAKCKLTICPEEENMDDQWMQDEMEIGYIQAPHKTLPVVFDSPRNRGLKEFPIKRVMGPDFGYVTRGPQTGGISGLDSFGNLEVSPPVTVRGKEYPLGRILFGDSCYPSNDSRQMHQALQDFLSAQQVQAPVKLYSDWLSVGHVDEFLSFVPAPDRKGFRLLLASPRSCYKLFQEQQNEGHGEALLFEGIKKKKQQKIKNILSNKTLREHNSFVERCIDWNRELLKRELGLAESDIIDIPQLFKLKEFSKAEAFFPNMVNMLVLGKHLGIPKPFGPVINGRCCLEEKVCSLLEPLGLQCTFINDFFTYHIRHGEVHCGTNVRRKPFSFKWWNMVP
GSTO1 inh = counter-screen for RBBP9 inhibitors: inhibitors of human GSTO1; P78417; AID 1974; recombinant GSTO1, activity-based probe fluorescence polarization; inhibition, % at 5.96 µM; hit rate 1.1% among 300,000;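 active = inhibition above the campaign mean inhibition plus 3 SD, cut at about 35% in these data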;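 also: 0% = GSTO1-1 with DMSO and 100% = wells lacking GSTO1-1 enzyme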
PAFAH1B3 inh = PAFAH1B3 (human) inhibition; Q15102; recombinant PAFAH1B3, FP-rhodamine probe, fluorescence polarization; inhibition, % at 3.39 µM; hit rate 0.28% among 340,000; AID 492972;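 active = inhibition above the screen-wide average of all tested compounds plus 3 SD, cut at about 25% in these data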;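 also: 0% = enzyme with DMSO only and 100% = wells lacking PAFAH1B3 protein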
PAFAH2 FP inh = inhibitors of human PAFAH2; recombinant PAFAH2, FP-rhodamine activity probe, fluorescence polarization; hit rate 0.99% among 340,000; inhibition, % at 3.39 µM; Q99487;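 active = inhibition above the mean over all tested compounds plus 3 SD, cut at about 30% in these data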;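 also: inhibitors block probe labeling of enzyme so polarization drops; 0% = enzyme with DMSO and 100% = wells lacking PAFAH2 protein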
PME-1 inh = PME-1 (human) inhibition. hit rate 0.53% among 320,000. Q9Y570. recombinant PME-1, FP-Rh probe fluorescence polarization. AID 2130. inhibition, % at 5.9 µM;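 active = inhibition above the campaign mean of all compounds plus 3 SD, cut at about 26% in these data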;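 also: competitive labeling of PME-1 active site by serine hydrolase directed probe; 0% = PME-1 with DMSO and 100% = wells lacking PME-1 enzyme; inhibitors block probe labeling so polarization falls and inhibition rises; many of its hits are not listed in these tables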
Numbers without * were called inactive; . = no result given. The list is partial; rates above refer to the full screens.

SMILES	PAFAH1B2 inh	pPAFAH inh	LYPLA1 counter	Fam108B counter	PAD4 FP inh	GSTO1 inh	PAFAH1B3 inh	PAFAH2 FP inh	PME-1 inh
C=CCN(CC=C)CC(O)CN(c1cc([N+](=O)[O-])ccc1OC)S(=O)(=O)c1ccccc1 (centres undefined)	-1	6	1	-4	-2	9	4	-2	9
COc1cc(CC(NC(C)=O)C(=O)NC2CCN(C(=O)c3cc(OC)c(OC)c(OC)c3)CC2)cc(OC)c1 (centres undefined)	12	2	5	1	-1	3	1	4	2
Cc1ccccc1NC(=S)Nc1ccc2cn[nH]c2c1	2	6	4	3	0	4	1	2	4
COC(=O)c1c(-c2cccs2)csc1NC(=O)CSc1ncnc2sc(C)c(C)c12	-6	-4	1	-6	0	-1	-6	-7	0
Cc1ccc(S(=O)(=O)N(CC(=O)N/N=C/c2ccccc2C(=O)O)c2cc(Cl)cc(Cl)c2)cc1	1	-7	-5	-9	-6	-15	8	24	-2
O=C(Cc1ccccc1)N1O[C@H]2C=C[C@@H]1CC2	6	9	.	.	-3	.	9	2	.
CN(CCCC(=O)Nc1ccccc1)S(=O)(=O)c1ccc(Cl)cc1	7	5	1	-3	2	1	-4	-12	6
CCOC(=O)/C=C/C(=O)OCC(=O)Nc1ccc([N+](=O)[O-])cc1	0	-1	2	-2	-5	-1	-1	-1	4
CCCCN(C(=O)Cc1ccc(S(=O)(=O)N2CCOCC2)s1)c1ccccc1	4	-1	-2	-1	-4	2	6	-2	-3
c1nc(NCc2ccc3c(c2)OCO3)c2cc(-c3ccoc3)ccc2n1	-1	6	.	.	-3	.	5	-8	.
OC[C@@H]1[C@@H](c2ccc(Cl)cc2)C(c2cccc(Cl)c2)=NN1c1ccccc1	-2	6	.	.	-2	.	6	-2	.
CC(C)(C)c1ccc(OCCCn2ccnc2)cc1	4	0	-2	-1	-2	1	3	-1	-1
O=C1CCC[C@@H]2CC(Nc3ccc(F)cc3F)C[C@@H]3CCN1[C@H]23 (some centres undefined)	3	3	.	.	1	.	7	4	.
CCOc1cc(S(=O)(=O)n2ccc(C)n2)ccc1Br	-3	0	-1	-1	-2	-9	4	6	6
COc1ccc(-c2csc3ncnc(N4CCN(C(=O)c5ccco5)CC4)c23)cc1	1	8	0	4	-4	2	3	6	4
Cc1cc(Cl)cc2c(N=Nc3ccccc3C(=O)O)c(O)[nH]c12	2	18	12	5	1	8	8	27	23
COc1ccc(N(CCCN2C(=O)c3cccc4cccc(c34)C2=O)C(=O)c2cccs2)cc1	1	-1	-8	-7	2	-6	0	-5	-10
O=c1cc(CSc2n[nH]c(=O)n2C2CC2)c2ccc(O)cc2o1	.	5	-4	-6	-3	5	.	.	1
O=C(CCS(=O)(=O)c1cccs1)NC1CCCCCC1	3	-4	1	9	-3	-1	-4	1	0
O=C(Nc1cccc(S(=O)(=O)N2CCCC2)c1)C1CCCN1C(=O)c1cccs1 (centres undefined)	3	-8	3	3	0	-8	1	-7	4
Cc1cccc(NC(=O)c2cc3ccccc3c(=O)o2)n1	6	5	0	0	-1	-7	5	-1	-4
CCc1cccc(C)c1NC(=O)COn1nnc2ccc(C(F)(F)F)cc21	6	2	-4	3	1	3	-5	2	0
O=C(CCc1nnc2ccc(NCc3ccc(F)cc3)nn12)NC1CCCC1	0	2	-1	6	-4	5	0	4	-3
CC(C)c1ccc(-c2nn(-c3ccccc3)cc2C2C(C#N)=C(N)OC3=C2C(=O)CC(C)(C)C3)cc1 (centres undefined)	12	10	-8	-9	-1	-14	1	-2	-8
CCOC(=O)COn1c(-n2nc(C)cc2C)nc2ccccc2c1=O	3	7	-2	1	-7	1	2	3	-6
CCOC(=O)C(=O)c1c(-c2ccccc2)nc2ccccn12	5	2	2	6	-6	6	3	2	1
O=C(O)c1ccc2c(c1)C1C=CCC1C(c1cc3c(cc1Br)OCO3)N2 (centres undefined)	-1	8	-2	8	-7	12	3	9	2
COc1ccc(NC(=O)Cn2nnc(C(=O)NCCc3ccccc3)c2N)c(OC)c1	2	7	-3	-1	0	-4	9	0	-2
CCNc1nc(NCC)nc(N/N=C/c2ccc(N(C)C)cc2)n1	-5	7	0	1	6	7	7	-6	7
COc1ccc(CCNC(=O)CNCC2CCCCC2)cc1OC	-5	-4	2	3	4	3	-1	4	-1
COC(=O)c1ccc(CN2C(=O)NC3(CCCCC3C)C2=O)o1 (centres undefined)	0	-4	2	17	2	0	11	-5	5
CSCCC(NC(=O)c1ccccc1Cl)C(=O)N1CCCCC1 (centres undefined)	7	-1	1	.	-1	.	8	0	8
Cn1nc(C(F)(F)F)c(-c2ccc(Br)cc2)c1NC(=O)c1nccnc1C(=O)O	24	-1	1	-1	4	13	5	-1	-5
CSc1ccc(CNc2nc3ccccc3n3cnnc23)cc1	7	-9	-2	-5	0	-13	-2	6	0
CCOC(=O)c1ccc(N(C(=O)CNC(=O)c2ccco2)C(C(=O)NCC2CCCO2)c2ccc(OC)c(OC)c2)cc1 (centres undefined)	1	1	6	1	1	1	-5	2	0
COc1cnn(-c2cccc(C)c2)c(=O)c1Cl	0	-1	-1	-1	4	1	1	-8	-2
Cc1cc(NC(=O)CSc2nnc(Cc3cccn3C)n2CCc2ccccc2)no1	6	1	2	0	-1	-2	8	7	-5
Cc1nc2cc(NC(=O)N3c4ccccc4CC3C)ccc2o1 (centres undefined)	6	1	3	5	1	11	-5	6	-7
CCOC(=O)C1NN=C(C(=O)c2ccc(C)cc2)C1c1ccc(C)cc1 (centres undefined)	2	3	2	-2	2	0	-1	-3	-5
CCOC(=O)c1c(S(=O)(=O)NC2CCN(C(=O)OCC)CC2)c(C)n(C)c1C	1	-2	1	2	-9	4	1	-2	-2
Fc1ccc(Nc2ncnc3sccc23)cc1	1	6	1	-2	-7	-6	4	-1	2
Cc1nn(Cc2ccccc2)c(Cl)c1/C=C/C(=O)OCC(=O)N1CCCC1=O	0	3	3	-4	-2	-1	2	-6	-12
C/C(=N/NS(=O)(=O)c1ccc(C)cc1)[C@H]1C[C@@H]1c1ccccc1	4	6	7	-2	-2	4	4	-1	1
CCN(CC)C(=O)c1cc(-c2ccc3c(c2)OCO3)on1	-2	1	-1	4	-1	2	4	-1	-3
O=S(=O)(Nc1ccc(O)cc1)c1cccc2cccnc12	2	-1	4	6	-7	5	6	-3	2
COCCn1nnnc1SCC(=O)c1ccccc1	-1	-3	-1	-5	1	13	-2	1	-2
Cc1ccc(S(=O)(=O)N(C)c2ccccc2C(=O)NC2CCCC2)cc1	7	3	3	0	-1	4	2	6	4
CCC(CC)N1CCN(CC2CC=CCC2)CC1 (centres undefined)	-4	1	2	-2	4	-2	6	-4	5
CC(C)[C@H](NC(=O)[C@@H]1CSC2c3ccccc3C(=O)N21)C(=O)NCC1CCCO1 (some centres undefined)	-1	0	1	0	-1	3	3	-5	-2
CN1CCN(C2Cc3cc(F)ccc3Sc3ccc(Cl)cc32)CC1 (centres undefined)	6	3	-1	1	0	5	9	-4	1
COCCOC(=O)c1c(C)oc2ccc(NS(=O)(=O)c3cccs3)cc12	2	8	2	3	1	-3	3	6	-1
Cc1c(C(=O)NNC(=O)c2csc(N3CCOCC3)n2)cccc1[N+](=O)[O-]	-1	0	1	.	-3	.	0	-6	-1
CC(OC(=O)Cn1[nH]c(=O)c2ccccc2c1=O)C(=O)NC1(C#N)CCCCC1 (centres undefined)	5	0	-1	-1	-5	3	0	-3	5
C=C(C)C1CCC2(C(=O)O)CCC3(C)C(CCC4C5(C)C(C=O)C(O)C(C)(C)C5CCC43C)C12 (centres undefined)	9	4	1	2	-3	-1	3	16	6
COc1ccc(S(=O)(=O)NCCc2c[nH]c3ccccc23)cc1OC	4	-1	-4	-3	7	5	1	6	-5
Cc1ccc(N(CN2CCCC2=O)C(=O)c2ccc(C)c(C)c2)cc1	6	5	3	2	2	2	8	-5	-4
COc1ccc(OC)c(S(=O)(=O)N2CCCC(C(=O)NCc3ccco3)C2)c1 (centres undefined)	-3	-3	3	1	-3	-1	-5	5	-5
CC(C)c1cc(C(C)C)c(S(=O)(=O)NNC(=O)c2ccncc2)c(C(C)C)c1	10	3	2	-3	0	1	1	2	4
FC(F)Sc1ccc(NC(=S)NCC2CCCCC2)cc1	3	4	-18	-6	-3	-4	4	-1	-1
CCCn1cc(S(=O)(=O)CC(=O)NC2CCCCC2)c2ccccc21	8	10	-1	0	1	6	1	6	-2

(cont.)
SMILES	PAFAH1B2 inh	pPAFAH inh	LYPLA1 counter	Fam108B counter	PAD4 FP inh	GSTO1 inh	PAFAH1B3 inh	PAFAH2 FP inh	PME-1 inh
CCC(=O)N(Cc1ccc2c(c1)OCO2)Cc1cc2cc(OC)ccc2[nH]c1=O	-2	7	0	-5	2	10	12	-13	-3
COc1ccc(C(C)=O)cc1CSc1nncn1C	5	2	-3	0	-1	0	-1	1	-2
CC(=O)Nc1ccc(C)c(NS(=O)(=O)c2cccc(C(F)(F)F)c2)c1	4	0	-2	-2	2	2	2	8	1
C#CCOCCOCCOCCNc1nc(N2CCN(C(=O)CCCCCCCCCCNC(=O)[C@H](CCCCN)n3cc(CCO)nn3)CC2)nc(N2CCN(C(=O)CCCCCCCCCCNC(=O)[C@H](CCCCN)n3cc(CCO)nn3)CC2)n1	-8	1	2	0	1	3	-1	-9	-3
Cc1ccc(/C=C/C2=Cc3c(sc(NC(=O)CSc4n[nH]c(N)n4)c3C#N)C(C)(C)C2)o1	.	58*	-19	-24	-1	4	.	.	-24
CC(C)CNC(=O)COC(=O)CCC(=O)c1cccs1	1	8	-1	-2	2	-3	4	1	1
Cc1nn(-c2cc(N(S(C)(=O)=O)S(C)(=O)=O)c(Cl)cc2Cl)c(=O)n1C	6	2	-1	-5	-5	1	5	2	5
COC(=O)c1c(NC(=O)COC(=O)[C@@H](NS(=O)(=O)c2cccc(Cl)c2)C(C)C)sc2c1CCC2	-3	2	-5	-6	4	-4	-2	-8	-8
Cc1nnc(SC(C(=O)Nc2cc(Cl)cc(Cl)c2)c2ccccc2)[nH]c1=O (centres undefined)	1	-6	-12	-10	-7	-28	-11	-7	-10
Cc1ccc(C)c(CN2CCC(CNC(=O)Nc3ccc(C)c(C)c3)CC2)c1	-3	-2	-6	-3	-8	-6	7	3	-8
CCc1c(C)c2ccc(OCC(=O)N(C)C)c(C)c2oc1=O	5	7	1	3	-2	-8	6	2	2
Cc1ccc(S(=O)(=O)Nc2ccc3nc(N)sc3c2)cc1	20	-1	-2	11	-10	0	10	1	-15
CN(C=[N+](C)C)c1cccc2c1C(=O)c1ccccc1C2=O	3	2	5	3	-6	3	11	0	4
COc1cc(/C=C2\SC(=Nc3ccc(O)cc3)NC2=O)cc(OC)c1O	-10	-14	-29	-26	-12	-2	-21	-57	-82
COc1ccc(C(C(N)=O)c2ncc(C(F)(F)F)cc2Cl)cc1OC (centres undefined)	2	0	-1	6	-8	8	5	-3	-10
CCOc1ccc2nc(N3CCC(C(=O)N4CCN(c5ncccn5)CC4)CC3)sc2c1	7	-4	4	2	-3	-3	2	-1	0
O=C(Nc1cccc(-c2cccc(Cl)c2)c1)C1CCN(Cc2ccc(CO)o2)CC1	5	5	-6	-3	-2	0	5	-6	-1
CCCCn1nnc(NC(=S)NC(=O)c2ccc(-c3cccc(Cl)c3Cl)o2)n1	5	15	-6	-4	-7	-16	-3	-7	-9
